Assay outcomes (PubChem BioAssay)
Rab9 promoter act = activates the Rab9 promoter. Huh7 Rab9 promoter-luciferase reporter, luminescence, 24 h. Potency, µM (doses to about 9.22 µM), for inactives: at the top dose activation, negative = inhibition, actives largely listed as activators. 320,000 tested, 2.8% active. AID 485297; also: potency is read from the fitted curve at half-maximal effect; % of control where 0% means no effect; nearly all actives have a fitted effect of over 60% in size
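Cells were plated at 1500 per well in reduced-serum medium with 10% FBS and left 2 h. Compound in DMSO was then added for 24 h at 37 °C. Reporter signal was read by luminescence after 10 min with luciferase detection reagent.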
Menin MLL FP TR = displaces Texas Red mutant MLL peptide from human menin; O00255; Menin + Texas Red MLL mutant peptide, fluorescence polarization; Potency, µM (titrated, usually from 61.6 µM), for inactives: at the highest dose FP activity change, negative = inhibition, usual class: inhibitors; 270,000 tested, 0.23% active; AID 1768; active = well fitted inhibition curve with a large enough effect in the polarisation, with a control signal flat, not every such curve was filed as active; inconclusive = small, poorly fitted or top-dose-only effect, or effect the other way, or a change in a side signal; inactive = no such curve, though single readings can be large or run the other way; the % refers to the polarisation; also: potency is read from the fitted curve at half-maximal effect; % of control where 0% means no effect; many of its hits are not listed in these tables
Target sequence (O00255 whole entry, looked up): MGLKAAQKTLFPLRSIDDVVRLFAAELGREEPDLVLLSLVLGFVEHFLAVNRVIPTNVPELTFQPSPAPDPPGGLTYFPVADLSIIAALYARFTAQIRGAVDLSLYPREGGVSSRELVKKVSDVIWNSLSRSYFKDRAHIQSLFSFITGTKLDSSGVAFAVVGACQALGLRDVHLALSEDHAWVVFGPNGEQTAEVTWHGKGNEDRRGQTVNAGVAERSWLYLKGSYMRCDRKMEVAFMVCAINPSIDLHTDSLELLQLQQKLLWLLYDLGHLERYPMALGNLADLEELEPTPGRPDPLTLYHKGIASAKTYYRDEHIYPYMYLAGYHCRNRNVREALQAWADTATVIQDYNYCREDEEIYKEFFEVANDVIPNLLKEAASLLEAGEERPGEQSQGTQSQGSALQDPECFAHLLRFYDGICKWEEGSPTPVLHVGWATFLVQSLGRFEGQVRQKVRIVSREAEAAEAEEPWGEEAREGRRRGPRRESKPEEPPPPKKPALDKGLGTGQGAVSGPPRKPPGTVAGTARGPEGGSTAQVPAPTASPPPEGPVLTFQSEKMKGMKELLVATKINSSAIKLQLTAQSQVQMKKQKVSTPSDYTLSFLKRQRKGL
ELG1 genotox = genotoxicity induction in ELG1-luciferase HEK293T cells | HEK293T ELG1-luciferase reporter, luminescence, 16 h | Potency, µM (titrated, usually from 46 µM), inactives show at the top dose activity change, positive = activation, actives largely listed as activators | 330,000 tested, 1.3% active; also: potency is read from the fitted curve at half-maximal effect; % of control where 0% means no effect; nearly all actives have a fitted effect of over 60% in size
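16 hr compound incubation (37 °C, 5% CO2) of HEK293T cells carrying luciferase-tagged ELG1; luciferase then measured by ONE-Glo luminescence after 30 min at RT.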
FLuc modulator = inhibits or activates purified firefly luciferase, miR-21 counter-screen; P08659; purified FLuc, Km substrates, luminescence inhibition; Potency, µM (titrated, usually from 57.5 µM), inactives show at the top dose activity change, negative = inhibition, most hits filed as inhibitors; 360,000 tested, 6.9% active; AID 588342;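 also: potency is read from the fitted curve at half-maximal effect; plate controls were vehicle for no effect and reference inhibitor for full effect; nearly all actives have a fitted effect of over 55% in size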
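Purified P. pyralis luciferase, 10 nM final, with Km-level 10 uM D-luciferin and 10 uM ATP in 50 mM Tris acetate pH 7.5, 10 mM Mg acetate, 0.01% Tween-20, 0.05% BSA; 6-point qHTS titration about 60 µM downward; luminescence read.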
RORg inh = blocks mouse ROR gamma transcriptional activity | AID 2551 | 310,000 tested, 5.4% active | Potency, µM (doses to about 53.6 µM), inactives show top-dose activity change, negative = inhibition, hits mostly inhibitors | Drosophila S2 Gal4-RORgamma UAS-luciferase reporter, 20 h; also: potency is read from the fitted curve at half-maximal effect; % is scaled to controls: 0 for no effect and ±100 for the full control effect; nearly all actives have a fitted effect of over 60% in size
Target sequence (P51450 whole entry, looked up, the tested form may be a part): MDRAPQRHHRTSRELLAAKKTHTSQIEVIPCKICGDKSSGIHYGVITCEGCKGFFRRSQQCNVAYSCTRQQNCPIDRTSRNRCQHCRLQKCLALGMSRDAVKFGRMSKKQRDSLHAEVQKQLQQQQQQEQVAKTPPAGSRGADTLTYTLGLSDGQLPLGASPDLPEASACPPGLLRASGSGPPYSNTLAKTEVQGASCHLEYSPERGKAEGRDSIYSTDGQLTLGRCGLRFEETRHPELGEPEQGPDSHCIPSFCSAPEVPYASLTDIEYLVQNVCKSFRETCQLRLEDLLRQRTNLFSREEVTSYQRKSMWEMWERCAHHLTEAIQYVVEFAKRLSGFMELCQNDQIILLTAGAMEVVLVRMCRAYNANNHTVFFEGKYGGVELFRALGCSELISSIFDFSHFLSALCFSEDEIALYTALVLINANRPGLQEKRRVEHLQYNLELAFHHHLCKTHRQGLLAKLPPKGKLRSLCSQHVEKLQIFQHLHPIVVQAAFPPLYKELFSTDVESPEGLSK
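Drosophila S2 cells stably expressing Gal4-DBD/mouse RORγ fusion under metallothionein promoter plus UAS-luciferase; compound 1 h, then 700 uM CuSO4 induction for 20 h at ambient temperature; inhibition read as reduced luminescence.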
NPC1 promoter act = activates the NPC1 promoter | 320,000 tested, 2.4% active | Huh7 NPC1 promoter luciferase reporter, 24 h | AID 485313 | Potency, µM (titrated, usually from 9.22 µM), without a hit: at the top dose activation, most hits filed as activators;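 also: potency is read from the fitted curve at half-maximal effect; % of control where 0% means no effect; nearly all actives have a fitted effect of over 60% in size; reporter is driven by a mutant NPC1 promoter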
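Readout is luciferase luminescence, reflecting NPC1 promoter activation in stably transfected Huh7 cells after 24 h compound exposure at 37 °C in reduced-serum medium with 10% FBS.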
Giardia killer = Giardia lamblia killing; AID 540267; activity change, % at 7.66 µM, hits read low; 340,000 tested, 0.15% active; Giardia lamblia trophozoite viability; in the data active = activity change below about -80%; inconclusive = between about -30% and that limit;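 also: parasites exposed to compound for two days anaerobically before the ATP read; % is scaled to controls: 0 for no effect and ±100 for the full control effect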
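Giardia trophozoites, 100 cells per well, were exposed to compounds for 48 hrs at 37 deg C under anaerobic conditions; viability was then read as ATP content by bioluminescence after 15-30 min at room temperature.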
PKM2 activator = increases activity of human pyruvate kinase M2 | Potency, µM (doses to about 57.5 µM), for inactives: at the top dose activation, most hits filed as activators | 260,000 tested, 0.34% active | P14618 | AID 1631 | purified PKM2, Kinase-Glo ATP luminescence, activation; response scale: 0% is enzyme alone, no compound; also: potency is read from the fitted curve at half-maximal effect; % is scaled to controls: 0 for no effect and ±100 for the full control effect; nearly all actives have a fitted effect of over 55% in size
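Purified hPK-M2 (>95% pure) converted ADP (0.1 mM final) to ATP with 0.5 mM PEP in 50 mM imidazole pH7.2, KCl, MgCl2, Tween 20, BSA; 1 h at room temperature. ATP detected by Kinase-Glo luminescence.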
BRCA1 expr act = BRCA1 expression activation; 380,000 tested, 1.1% active; Potency, µM (series often up to 46.1 µM), for the others: top-dose activation, actives largely listed as activators; MCF7-BRCA1-FFLuc reporter, luminescence, 48 h; response scale: scaled: vehicle 0%, 10 µM genistein 100%; also: potency is read from the fitted curve at half-maximal effect; nearly all actives have a fitted effect of over 80% in size; some results filed as inactive show a strong effect at the top dose
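48 h compound treatment of MCF7-BRCA1-FFLuc cells (phenol-red free MEM, 37 °C), then 15 min with luciferase substrate and luminescence imaging.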
Gal4-VP16 FLuc = inhibits Gal4-VP16 luciferase reporter, ROR gamma counter-screen; AID 2546; Drosophila S2 Gal4-VP16 UAS-luciferase, luminescence, 20 h; 310,000 tested, 3.5% active; Potency, µM (series often up to 53.6 µM), inactives show top-dose activity, negative = inhibition, hits mostly inhibitors;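 also: Gal4-VP16 expression switched on by copper sulfate through the metallothionein promoter; potency is read from the fitted curve at half-maximal effect; % is scaled to controls: 0 for no effect and ±100 for the full control effect; nearly all actives have a fitted effect of over 50% in size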
p53 reactivation = re-activators of mutant p53 | 320,000 tested, 0.063% active | H1299 p53-A138V BP100-luciferase reporter, luminescence, 24 h | Potency, µM (doses to about 92.2 µM), for the others: at the highest dose activity change, positive = activation, hits mostly activators; also: potency is read from the fitted curve at half-maximal effect; % of control where 0% means no effect; nearly all actives have a fitted effect of over 45% in size
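H1299 (p53-null), stable ts p53-A138V + BP100-Luc; 1000 cells/well, Opti-MEM/10% FBS; cpd 4 pt, 1:5; 24 h, 37 deg C, 5% CO2; detection reagent 10 min RT; luminescence.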
* hit, by the source's call; ? = inconclusive; . = not tested or not shown; [ ] = another dose, or the depositor's remark. Unless noted, calls follow the shape of the dose curve; as a rule, active = well fitted curve in the direction sought with a large enough effect; inconclusive = small, poorly fitted or top-dose-only effect, or another doubt; inactive = no such curve, though single readings can be large; an effect the other way counts as inactive or inconclusive.

SMILES	Rab9 promoter act	Menin MLL FP TR	ELG1 genotox	FLuc modulator	RORg inh	NPC1 promoter act	Giardia killer	PKM2 activator	BRCA1 expr act	Gal4-VP16 FLuc	p53 reactivation
Clc1ccc(CSc2nnc([C@@H]3CCCN3)o2)cc1	-3%	-3%	1%	0%	27%	-3%	3	-12%	-27%	2%	0%
CCCCn1nnc(NC(=O)CC23CC4CC(CC(C4)C2)C3)n1	-6%	-4%	1%	-11%	34%	1%	5	-4%	-2%	2%	-3%
COc1cc2c(=O)n(Cc3ccccc3)c(=O)n(CC(=O)NCC3CCCO3)c2cc1OC (configuration not stated)	-2%	7%	-4%	3%	9%	2%	1	5%	-1%	0%	-5%
CC(C)c1ccc(/C=N/NC(=O)c2nnn(-c3nonc3N)c2CN(C)C2CCCCC2)cc1	-1%	5%	3%	-3%	-6%	-6%	-9	.	-20%	5%	-3%
O=C(CC1Sc2ccccc2NC1=O)OC(C(=O)NCCc1ccccc1)c1cccnc1 (configuration not stated)	1%	-25%	-4%	-2%	24%	-1%	-5	0%	-4%	6%	-5%
O=C(O)CCC(=O)Nc1ccccc1C(=O)Nc1ccccc1	-2%	.	3%	0%	-7%	2%	1	-5%	0%	0%	-2%
O=C(CSc1nc2ccsc2c(=O)n1Cc1ccccc1)NCc1ccco1	-3%	-7%	-2%	3%	?	1%	-20	0%	5%	4%	-2%
CCn1c(SCC(=O)NC(C)C(C)C)nc2cc(S(=O)(=O)N3CCOCC3)ccc21 (configuration not stated)	-1%	.	-3%	4%	17%	0%	0	-5%	24%	11%	15%
CCCc1cc(C(=O)Nc2cc(OC)c(Cl)cc2OC)no1	7%	0%[11.7 µM]	-4%	-1%	-33%	5%	9	-7%	-50%	4%	5%
Cc1sc2ncnc(N3CCC(C(=O)Nc4ccc(S(N)(=O)=O)cc4)CC3)c2c1C	-1%	.	-7%	-2%	.	-3%	0	.	-39%	.	1%
COc1cc(C(=O)NCC2CCCCC2)cc(OC)c1OC	-5%	2%	-4%	2%	23%	-5%	7	-10%	5%	6%	-5%
CC1(C(=O)Nc2ccc3c(c2)OCO3)CC1(Cl)Cl (configuration not stated)	19%	12%	13%	-12%	6%	15%	-12	-3%	25%	-6%	?
N#Cc1c(F)cccc1N1CCOCC1	-3%	20%	2%	-8%	1%	8%	-5	-15%	1%	-28%	-1%
CCOc1ccc(S(=O)(=O)N2CC(=O)Nc3ccccc32)cc1C#N	-2%[1.84 µM]	5%	-1%	-1%	-3%	-5%	6	.	-25%	-6%	3%
CC(=O)Nc1ccc(S(=O)(=O)N2CCSC2c2ccco2)cc1 (configuration not stated)	-3%	16%	-2%	1%	25%	0%	-24	-5%	-1%	7%	-3%
O=C1CC(N2CCOCC2)=NN1c1ccc([N+](=O)[O-])cc1	-6%	.	-1%	-9%	?	6%	22	2%	11%	2%	4%
Cc1nc2oc3ccc(F)cc3c(=O)c2cc1C(=O)NC(C)(C)C	15%	-2%	?	?	2%	1%	6	-3%	7%	10%[10 µM]	6%
O=C(NC(=S)Nc1cc(-c2nc3ccccc3[nH]2)ccc1Cl)c1ccc2c(c1)OCO2	2%	?	3%	6.7µM*	13µM*	-1%	5	-20%	-48%	-11%	-13%
Cc1ccc(-c2csc3ncnc(Cl)c23)cc1	-5%	-2%	-3%	-12%	-11%	-4%	-7	4%	-5%	3%	11%
O=C(NC1CCSC1=O)C1CCCCC1 (configuration not stated)	2%	7%	1%	-1%	1%	-3%	-1	0%	-15%	2%	-1%
CCCn1c(N)c(C(=O)COC(=O)CNC(=O)c2ccccc2OCC)c(=O)[nH]c1=O	-8%	.	4%	3%	.	-2%	-18	.	17%	.	15%
CC(/C=C/c1ccc2c(c1)OCO2)=N\NC(=O)c1cccc([N+](=O)[O-])c1	-6%	15%	3%	-8%	-42%	1%	-1	-12%	-44%	-14%	-3%
CCOc1ccc(S(=O)(=O)N(C)c2ccc(OCC(=O)NC3=NCCS3)cc2)cc1	2%	3%	0%	?	-23%	-7%	13	?	-3%	-3%	0%
O=C(O)C1CCC(=O)N(C2CCCCC2)C1c1ccccc1 (configuration not stated)	3%	2%	-3%	0%	-6%	1%	10	-16%	-3%	-4%	5%
Cc1ccc(C2(C)NC(=O)N(CC(=O)NNC(=O)c3ccccc3)C2=O)cc1 (configuration not stated)	-2%	.	3%	1%	.	1%	4	.	4%	.	3%
COCCn1c(SCC(=O)N2CCCCC2)nc2ccccc2c1=O	-3%	?	1%	1%	?	-6%	11	0%	3%	17%	2%
O=C(CCN1C(=O)c2ccccc2C1=O)CN1CCOCC1	9%	-5%	0%	0%	-15%	-3%	-6	-1%	0%	1%	-2%
C/C(=N/NC(=O)c1ccc2nc[nH]c2c1)c1cccs1	1.4µM*	5%	?	11µM*	-29%	2µM*	-18	-10%	49%	-12%	?
CC1CCN(S(=O)(=O)c2cc(Cl)ccc2Br)CC1	-7%	18%	-4%	-1%[2.3 µM]	-2%	9%	-10	13%	-1%	-24%	?
NS(=O)(=O)c1ccc(CCNC(=O)Cn2c(=O)c3cccn3c3cccnc32)cc1	2%	9%	0%[9.26 µM]	-1%	3%	1%	-4	.	4%	-14%	-5%

An excerpt from above in order of their number in Menin MLL FP TR, largest number first.
| SMILES | Menin MLL FP TR |
| --- | --- |
| O=C(NC1CCSC1=O)C1CCCCC1 (configuration not stated) | 7% |
| O=C(O)C1CCC(=O)N(C2CCCCC2)C1c1ccccc1 (configuration not stated) | 2% |
| Cc1nc2oc3ccc(F)cc3c(=O)c2cc1C(=O)NC(C)(C)C | -2% |

Continued:
SMILES	Rab9 promoter act	Menin MLL FP TR	ELG1 genotox	FLuc modulator	RORg inh	NPC1 promoter act	Giardia killer	PKM2 activator	BRCA1 expr act	Gal4-VP16 FLuc	p53 reactivation
Cc1cc(NC(=O)c2cc([N+](=O)[O-])cc([N+](=O)[O-])c2)no1	0%	.	-5%	-1%	-13%	0%	-15	-1%	-41%	7%	10%
CCOC(=O)C1=C(C)Nc2ncnn2C1c1ccc2c(c1)OCO2 (configuration not stated)	-2%	20%	-5%	7%	-35%	-3%	9	21%	0%	-2%	-8%
Cc1ccc(OCCSc2nnc(NC(=O)c3ccco3)s2)cc1	-1%	-16%	3%	3%	3%	-1%	-11	-15%	-7%	-9%	8%
COc1ccc(C2c3c(ccc4ccccc34)Oc3ncn4nc(-c5ccco5)nc4c32)cc1OC (configuration not stated)	-1%	-7%	5%	0%	-1%	-1%	-2	12%	-51%	0%	1%
COc1ccc(C(N)=S)c(OC)c1	0%	-18%	2%	-1%	?	5%	-6	-11%	21%	?	-5%
CCn1c(Cn2nnc(-c3ccccc3)n2)nnc1SCc1ccc(Cl)c(Cl)c1	0%	-1%	-7%	-1%	1%	-5%	-3	2%	-30%	-3%	-23%
COC(=O)c1c(-c2ccc(F)cc2)csc1NC(=O)c1ccco1	2.2µM*	23%	18%	7.6µM*	-15%	?	5	-1%	?	-7%	11%
COc1cc(C(c2c(C)[nH][nH]c2=O)c2c(C)[nH][nH]c2=O)cc(Br)c1OC	1%	-9%	1%	-10%	-19%	-8%	?	11%	-1%	-7%	?
CC(C)NC(=O)NNC(=O)c1nn(-c2ccc(F)cc2)ccc1=O	1%	.	-5%	4%	6%	2%	16	0%	-1%	8%	0%
CCN(CC)CCN1c2ccccc2Sc2ccc3ccccc3c21	0%	-23%	-3%	4%	17%	0%	-28	-5%	-25%	-11%	-4%
Cc1ccc(S(=O)(=O)N2CCOCC2)cc1C(=O)NC1CCCC1	4%	10%	-4%	-1%	-27%	2%	-11	0%	-5%	24%	-3%
Oc1cc2ccccc2cc1-c1n[nH]c(=S)o1	14%	?	8%	?	-35%	2%	-1	-19%	70%	-1%	26%
COc1ccccc1-c1cc(C(F)(F)F)nc(S(=O)(=O)CCCC(=O)N2CCCCC2C)n1 (configuration not stated)	-9%	-3%	3%	2%	11µM*	-16%	-10	3%	-78%	16µM*	-45%[inhibitor]
COc1ccccc1CNC(=O)CSC(=S)N1CCCC1	2%	.	9%	1%	.	-2%	-6	.	-6%	.	2%
O=C(CCNC(=O)c1ccc(Br)cc1)NCc1ccccn1	6%	.	4%	-2%	.	1%	-6	.	-5%	.	9%
CCC(C(=O)NCc1ccc(C)o1)n1nc(C)c2c(C)n(-c3ccccc3)nc2c1=O (configuration not stated)	-3%	.	1%	2%	2%	2%	2	.	0%	4%	1%
CCN(Cc1ccccc1)S(=O)(=O)c1nc2nc(C)c(C)c(C)n2n1	3%	-17%	0%	-2%	-26%	-1%	2	-2%	0%	-1%	-6%
O=C(Cn1cc(C(=O)c2cccs2)c2ccccc21)NCc1ccc2c(c1)OCO2	1%	-13%	-10%	?	19%	-1%	3	0%	-33%	7%	-2%

An excerpt. The share of hits here may be higher or lower than overall.
